Assay outcomes (PubChem)
KCNQ1 act – potentiators or activators of KCNQ1 channel, primary screen, cell-based, thallium flux, high-throughput; Potassium voltage-gated channel subfamily KQT member 1 (Homo sapiens), P51787; CHO-K1 KCNQ1, thallium flux FluxOR fluorescence; active compounds read high; B-score at 10 µM; 310,000 tested, 0.35% active; AID 2648, 2010;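 active = fluorescence ratio B-score, a plate-corrected score, at least three library SD, with initial intensity B-score within 5 SD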
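assay system = CHO-K1 cells stably expressing KCNQ1 | medium = assay buffer, equal DMSO in all wells | timing = 37 °C overnight plating, 90-min dark dye load, 20-min compound pretreatment | measured by = kinetic FluxOR thallium fluorescence, 10-s 1-Hz baseline, 110-s post-stimulus read | measure = fluorescence change relative to baseline, converted to B score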
KCNQ1 block – inhibitors of human KCNQ1 channel, primary screen, cell-based, thallium flux, high-throughput; Potassium voltage-gated channel subfamily KQT member 1 (Homo sapiens), P51787; 310,000 tested, 1.3% active; CHO-K1 KCNQ1, FluxOR thallium flux fluorescence; active compounds read high; B-score at 10 µM;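 active = compounds whose thallium flux B-score, printed positive for inhibition, exceeds three library SD while starting fluorescence stays within three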;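 also: channel opened by potassium depolarization with thallium stimulus after 20 min compound exposure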
GSK3B inh – human GSK3beta kinase inhibitors, primary screen, biochemical, cell-free homogeneous, HTS; 300,000 tested, 0.038% active; activity score (negative = inhibition), % at 10 µM; GST-GSK3beta kinase, ADP-Glo luminescence, 60 min; active compounds read low; Glycogen synthase kinase-3 beta (Homo sapiens), P49841;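 active = more than half of replicate wells score below -50%, meaning over 50% inhibition versus plate controls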;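 also: 0% = median DMSO wells and -100% = median GW8510 positive control wells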
Target sequence (P49841 whole entry, looked up): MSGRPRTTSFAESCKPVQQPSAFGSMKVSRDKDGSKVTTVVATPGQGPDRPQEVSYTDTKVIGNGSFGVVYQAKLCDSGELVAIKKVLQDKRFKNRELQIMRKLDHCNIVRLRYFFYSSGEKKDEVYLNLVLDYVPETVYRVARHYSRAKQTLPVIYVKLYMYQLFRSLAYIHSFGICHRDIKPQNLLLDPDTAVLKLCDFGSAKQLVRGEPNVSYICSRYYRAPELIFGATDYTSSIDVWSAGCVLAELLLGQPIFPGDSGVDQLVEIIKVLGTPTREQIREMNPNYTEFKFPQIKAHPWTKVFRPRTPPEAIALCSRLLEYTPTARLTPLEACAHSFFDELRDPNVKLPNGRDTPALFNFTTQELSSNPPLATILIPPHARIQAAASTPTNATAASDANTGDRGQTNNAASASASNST
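Assay system: GST-tagged human GSK3beta kinase, cell-free; Input: 1.6 ng GSK3beta; Medium: Tris/MgCl2 kinase buffer; Timing: 60 min enzyme reaction, room temperature; Signal: ADP-Glo luminescence quantifying ADP generated by kinase; Evaluation: score relative to plate controls; Benchmarks: DMSO neutral wells and GW8510 at 20 µM as positive.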
PolyA inh – polyadenylation inhibitors in yeast reporter cells, primary screen, luminescence, S. cerevisiae; S. cerevisiae SKY197-pL101 polyadenylation reporter, beta-gal luminescence; efflux-impaired pdr1/pdr3 knockout yeast; score 100 = 6 SD above DMSO; 300,000 tested, 0.02% active; AID 1875, 2009; calls only at 12 µM;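 active = lowest replicate activity score at least 50, where 100 means six control SD above control mean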;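 also: yeast exposed to compound for 9 h at 30 °C; higher score means more reporter readthrough which indicates perturbed polyadenylation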
KCNK9 inh – KCNK9 potassium channel inhibitors, primary screen, HEK293 cells, thallium flux. Potassium channel subfamily K member 9 (Homo sapiens), Q9NPC2. FluxOR thallium flux fluorescence; active compounds read low. B-score at 10 µM. 310,000 tested, 1.2% active. AID 488922, 2010;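 active = ratio B-score over 3 SD below the library mean, with starting fluorescence within 5 SD of its mean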;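 also: negative B-score means less thallium flux so channel inhibition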
DYRK1A inh – rat Dyrk1A kinase inhibitors, primary screen, biochemical, single point, plate reader; inhibition, % at 12.5 µM; ADP-Glo luminescence, NFATc1 peptide; Dual specificity tyrosine-phosphorylation-regulated kinase 1A (Rattus norvegicus), Q63470; AID 504441, 2011; 310,000 tested, 0.43% active; in the data active = inhibition above about 50%;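 also: plate controls were vehicle with enzyme for no effect and no enzyme for full effect; many of its hits are not listed in these tables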
GSK3A inh – blockers of GSK3A enzyme activity – biochemical, luminescence, cell-free homogeneous, HTS, primary screen. Glycogen synthase kinase-3 alpha (Homo sapiens), P49840. GSK-3 alpha kinase, ADP-Glo luminescence, 60 min. inhibition, % at 10 µM. 320,000 tested, 0.1% active. AID 2650, 2010;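 in the data active = inhibition above about 50%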;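 also: GST-tagged GSK-3 alpha with peptide substrate and 25 µM ATP; 0% = DMSO neutral wells and 100% = GW8510 positive control wells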
HDAC3 inhib – HDAC3 deacetylase inhibitors, primary screen, biochemical, fluorescence, cell-free homogeneous; Histone deacetylase 3 (Homo sapiens), O15379; recombinant HDAC3, fluorogenic peptide/trypsin coupled; 320,000 tested, 0.15% active; inhibition, % at 8.3 µM; AID 2718, 2010; in the data active = inhibition above about 26%, passing the limit was not always enough
Target sequence (O15379 whole entry, looked up): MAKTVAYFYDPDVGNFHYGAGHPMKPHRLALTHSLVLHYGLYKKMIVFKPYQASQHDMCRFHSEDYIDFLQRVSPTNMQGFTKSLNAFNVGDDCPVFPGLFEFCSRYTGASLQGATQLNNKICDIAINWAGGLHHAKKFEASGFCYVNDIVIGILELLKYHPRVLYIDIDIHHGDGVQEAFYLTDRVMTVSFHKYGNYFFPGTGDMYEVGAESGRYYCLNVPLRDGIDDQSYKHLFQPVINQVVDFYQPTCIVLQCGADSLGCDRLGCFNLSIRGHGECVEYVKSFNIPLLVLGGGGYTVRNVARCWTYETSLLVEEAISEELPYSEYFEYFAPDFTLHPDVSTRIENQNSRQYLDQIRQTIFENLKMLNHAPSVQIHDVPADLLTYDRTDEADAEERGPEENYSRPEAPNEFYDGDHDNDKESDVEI
hERG rescue – hERG rescue from dofetilide block, primary screen, cell-based, CHO-hERG, FluxOR thallium flux, dofetilide IC70. Voltage-gated inwardly rectifying potassium channel KCNH2 (Homo sapiens), Q12809. dofetilide IC70 present. activation (rescue from dofetilide block), less the hit threshold, % at 10 µM. 310,000 tested, 0.51% active;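 active = activation above the mean of controls blocked by dofetilide plus 5 SD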;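 also: thallium influx through hERG after potassium depolarization seen as dye fluorescence rise; in these data hits start at about 4.7%; inactives centre near -7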
RGS4 pot – RGS4 potentiators or activators, primary screen, cell-based, HEK293 M3R inducible RGS4, calcium flux; carbachol calcium flux Fluo4; active compounds read low; B-score at 10 µM; 310,000 tested, 0.92% active;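 active = B-score of the integrated calcium signal more than 4 SD below the library mean, with starting fluorescence not abnormally high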;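 also: negative B-score means reduced calcium response which marks RGS4 activation or potentiation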
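test system = HEK293 cells with stable M3R and inducible RGS4 | schedule = recording 10 s baseline at 1 Hz, 100 s post-agonist | technique = Fluo4-AM (2 µM) calcium-flux fluorescence, kinetic read | measure = Agonist-evoked peak-minus-minimum fluorescence over baseline, integrated ratio, B score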
KCNK3 block – human KCNK3 channel inhibitors, primary screen, CHO cells, FluxOR thallium flux, B-score; Potassium channel subfamily K member 3 (Homo sapiens), O14649; FluxOR fluorescence; active compounds read low; B-score at 10 µM; 340,000 tested, 0.84% active; AID 602410, 2012;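 active = B-score under library mean minus 4 SD, starting fluorescence ratio at most library mean plus 5 SD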;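 also: more negative B-score means stronger inhibition of thallium flux through KCNK3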
Active calls of the source: *; i = inactive; . = no result given. This is a subset (hit frequency here may not be typical).

The opening 2 entries, ahead of the listing:
SMILES	KCNQ1 act	KCNQ1 block	GSK3B inh	PolyA inh	KCNK9 inh	DYRK1A inh	GSK3A inh	HDAC3 inhib	hERG rescue	RGS4 pot	KCNK3 block
COc1ccc2[nH]c(C)c(CCN3CCC(=O)C(C)C3C)c2c1 (centres undefined)	i	i	0	i	i	-1	-1	3	-7	i	i
CCOc1ccc(-n2c(-c3ccoc3)nc3ccccc3c2=O)cc1	i	i	-4	i	i	4	.	.	-13	i	i

All compounds of this part, from the start:
SMILES	KCNQ1 act	KCNQ1 block	GSK3B inh	PolyA inh	KCNK9 inh	DYRK1A inh	GSK3A inh	HDAC3 inhib	hERG rescue	RGS4 pot	KCNK3 block
COc1ccc2[nH]c(C)c(CCN3CCC(=O)C(C)C3C)c2c1 (centres undefined)	i	i	0	i	i	-1	-1	3	-7	i	i
CCOc1ccc(-n2c(-c3ccoc3)nc3ccccc3c2=O)cc1	i	i	-4	i	i	4	.	.	-13	i	i
Cc1ccc2c(c1)C1CN(C)CCC1N2C(=O)Cn1nnc(-c2ccccc2F)n1 (centres undefined)	i	i	-1	i	i	-1	0	1	-9	i	i
COC(=O)c1ccccc1N=Cc1c(O)[nH]c(=O)[nH]c1=O	i	i	-1	i	i	0	0	4	-3	i	i
O=C1N(CN2CCOCC2)c2ccccc2C1(O)c1c[nH]c2ccccc12 (centres undefined)	i	i	1	i	i	-1	.	0	-9	i	i
N#CCCn1cc(C(=O)Nc2ccccc2Cl)c(-c2ccc([N+](=O)[O-])cc2)n1	i	i	3	i	i	0	-1	-7	-4	i	i
COc1ccc(OC)c(-n2c(O)c(/C=C3\C(C)=Nc4ccccc43)c(=O)[nH]c2=O)c1	i	i	1	i	i	.	0	7	-2	i	i
CCOP(=O)(Cc1cc(C(=O)CC)c(C)o1)OCC	i	i	1	i	i	.	5	7	-10	i	i
Cc1nc2ncnn2c(C)c1CCC(=O)N1CCC2(CC1)OCCO2	i	i	1	i	i	0	-3	-3	-15	i	i
CCOc1cc2c(cc1OCC)-n1cccc1C(c1cc(C)c(OC)cc1C)NC2 (centres undefined)	i	i	0	i	i	.	-4	4	-7	i	i
COc1ccc(C(=O)N2CCC3(CC2)OCCO3)cc1	i	i	-1	i	i	-6	-1	-4	-3	i	i
COc1cccc(-c2nn(CCC#N)cc2C(=O)Nc2ccccc2Cl)c1	i	i	0	i	i	5	-2	0	-5	i	i
COc1ccccc1CN1CCN(C(=O)COc2ccccc2)CC1	i	i	1	i	i	-6	1	-6	-5	i	i
COc1ccc(-c2cc(=O)c3c(OC)c(OC)c(OC)cc3o2)cc1	i	i	-1	i	i	15	3	4	-21	i	i
NCCc1c[nH]c2ccc(OCc3ccccc3)cc12	i	i	-5	i	i	.	0	6	-15	i	i
COc1cccc(N2C(=O)NC(=O)C3(Cc4cc(C)ccc4N(C)C3)C2=O)c1 (centres undefined)	i	i	0	i	i	5	0	-2	-5	i	i
COc1ccccc1N1CCNCC1	i	i	-1	i	i	3	-2	-2	-6	i	i
CCOC(=O)C1=C(N)OC2=C(C(=O)CCC2)C12C(=O)N(CC(N)=O)c1ccccc12 (centres undefined)	i	i	3	i	i	-3	0	4	-5	i	i
COc1ccc(Cc2nccc3cc(OC)c(OC)cc23)cc1OC	i	i	2	i	i	15	0	-2	-16	i	i
c1ccc(C(OCCN2CCN(c3ncccn3)CC2)c2ccccc2)cc1	i	i	3	i	i	13	-1	6	-10	i	i
O=c1c2ccccc2nc(-c2ccc(Cl)cc2Cl)n1-c1ccncc1	i	i	-3	i	i	2	0	-8	-12	i	i
NNP(=O)(CC(=O)c1ccccc1)c1ccccc1 (centres undefined)	i	i	2	i	i	.	1	1	-12	i	i
CC1CCN(CC(=O)c2ccccc2Cl)CC1	i	i	1	i	i	20	-1	-1	-12	i	i
O=C(OCC(=O)c1ccc([N+](=O)[O-])cc1)/C(=C/c1ccc(Cl)cc1)NC(=O)c1ccccc1	i	i	3	i	i	-1	-3	3	-12	i	i
Cc1cc(/C=C2\C(=O)NC(=O)N(c3ccc(Cl)cc3)C2=O)c(C)n1-c1cccc(C(=O)O)c1	i	i	1	i	i	2	-3	9	-6	i	i
CCCCn1c(O)c(C(CC)=NCCN2CCCCC2)c(=O)[nH]c1=O	i	i	3	i	i	-2	.	-2	-12	i	i
COc1ccccc1N=C1SCCCN1C	i	i	0	i	i	2	.	-2	-2	i	i
CN1CCCN(C(=O)COc2cccc(C(F)(F)F)c2)CC1	i	i	0	i	i	-4	-1	3	1	i	i
N=C1c2ccccc2CN1NC(=O)c1ccccc1	i	i	-3	i	i	-3	2	2	-12	i	i
O=C(N/N=C/c1c(O)n(Cc2ccco2)c(=O)[nH]c1=O)c1ccccc1O	i	i	2	i	i	1	-1	0	-13	i	i
O=c1oc2ccccc2c(O)c1C(c1ccc([N+](=O)[O-])cc1)c1c(O)c2ccccc2oc1=O	i	i	2	i	i	-13	.	.	-17	i	i
Cc1ccc(-c2nc3ccccc3c(=O)n2-c2ccc(Br)cn2)cc1	i	i	1	i	i	3	-1	6	-15	i	i
COc1ccc(-c2cc(=Nc3ccccc3)c3cc(C)ccc3o2)cc1	i	i	0	i	i	-4	-1	-14	-7	i	i
O=c1[nH]c(=O)n(Cc2ccco2)c(O)c1C=NCc1ccco1	i	i	0	i	i	4	2	9	-7	i	i
CN1C(=O)/C(=C/c2ccc(N3CCCCCC3)o2)C(=O)NC1=S	i	i	1	i	i	2	-2	4	-13	i	i
CC(C)[C@H]1C(=O)O[C@H](C(C)C)C(=O)N(C)[C@@H](C(C)C)C(=O)O[C@H](C(C)C)C(=O)N(C)[C@@H](C(C)C)C(=O)O[C@H](C(C)C)C(=O)N1C	i	i	4	i	i	6	-1	4	-8	i	i
CCN(CC)C(=O)c1ccc(NC(=O)Nc2ccccc2F)cc1	i	i	-34	i	i	40	29	-1	-9	i	-9.1*
Cc1cc(OCC(=O)N2CCC(C(=O)O)CC2)c2c3c(c(=O)oc2c1)CCCC3	i	i	0	i	i	11	14	-30	-7	i	i
O=[N+]([O-])/C(Cl)=C1\NCCN1Cc1ccc(Cl)nc1	i	i	0	i	i	4	1	-10	-6	i	i
CC(C)(C)C(=O)NC1CCSC1=O (centres undefined)	i	i	-1	i	i	.	3	-1	-4	i	.
COc1ccc2c(c1)C13CCCC[C@@H]1C(C2)N(C)CC3 (some centres undefined)	i	i	-4	i	i	6	0	7	.	i	i
OC1/C(=C/c2ccccc2C(F)(F)F)N2CCC1CC2 (centres undefined)	i	i	2	.	i	2	-1	-4	-2	i	i
CN(CCc1nnc(N)s1)[N+](=O)[O-]	i	i	-5	i	i	0	1	-2	-16	i	i
COc1cc(C)c(CN2CCN(c3ccccc3)CC2)cc1C	i	i	-2	i	i	1	-3	-1	-18	i	i
COC(=O)C1=C(c2cc3ccccc3o2)C[C@@H]2CC[C@H]1N2C(=O)N1CCC(C)CC1	i	i	35	i	i	-1	-2	7	-13	i	i
CCNc1cc(N2CCN(C)CC2)ccc1[N+](=O)[O-]	i	i	0	i	i	-20	3	5	-10	i	i
COCCOC(=O)C1=C(N)OC(C)=C(C(=O)OC)C12C(=O)Nc1ccccc12 (centres undefined)	i	i	3	i	i	-8	-2	-5	-9	i	i
COC(=O)C1=C(c2ccccc2)C[C@@H]2CC[C@H]1N2C(=O)NCc1ccccc1	i	i	-22	i	i	13	-1	3	-5	i	i
Cc1ccc(C(=O)N[C@@H](C)CN2C3=NC[C@H](Cc4ccccc4)N3C[C@H]2Cc2ccc(O)cc2)cc1Br	i	i	-5	i	i	.	6	5	-19	i	.
Cn1cc(C(=O)c2ccccc2)c2ccccc21	i	i	0	i	i	16	3	0	-7	i	i
CCC(C)n1c(O)c(/C=N/Nc2nc3c(c(=O)n(C)c(=O)n3C)n2C)c(=O)[nH]c1=S (centres undefined)	i	i	-1	i	i	.	1	2	-5	i	i
CCC1(CCCC(=O)c2ccc(F)cc2)C(=O)NC(=S)NC1=O	i	i	0	i	i	0	0	-1	-1	i	i
O=C(c1cc(C(=O)NCc2ccccc2)c(=O)n(Cc2ccccc2)c1)c1cc(Cl)ccc1O	i	i	3	i	i	-2	1	-3	-10	i	i
CCOC(=O)c1ccc2c(c1)n(Cc1ccccc1)c(C)[n+]2CC	i	i	-2	i	i	12	5	2	-15	i	i
COCCOC(=O)c1c(N)n(Cc2ccco2)c2nc3ccccc3nc12	i	i	2	i	i	.	8	-70	-3	i	i
O=[N+]([O-])c1cc([As](=O)(O)c2ccc(O)c([N+](=O)[O-])c2)ccc1O	i	i	0	i	i	-7	-1	2	-8	i	i
CC1CCC(N2CCN(C(=O)COc3ccccc3)CC2)CC1 (centres undefined)	i	i	.	i	i	10	0	-6	-5	i	i
Cc1nn(Cc2ccccc2Cl)c(Cl)c1C(=O)OCC(=O)NCc1ccco1	i	i	-3	i	i	4	-3	4	-9	i	i
C=CCNC(=S)/N=C/c1c(O)[nH]c(=O)[nH]c1=O	i	i	2	i	i	1	-2	-1	-11	i	i
Cc1nn(CC(C)C)c(Cl)c1C(=O)O	i	i	2	i	i	.	0	-9	-5	i	i
O=C(C1CCCO1)N1CCC2(CC1)OCCO2 (centres undefined)	i	i	2	i	i	-3	-2	4	-10	i	i
CC/C(=N\Nc1ccccc1)c1c(O)[nH]c(=O)[nH]c1=O	i	i	-1	i	i	5	2	0	-16	i	i
OCC#CC[N+]1(CC#Cc2ccccc2)CCCC1	i	i	1	i	i	-5	1	-4	-7	i	i
